14-3-3 PPI – modulators of human 14-3-3 gamma - Raf peptide interaction. P61981. FP, 14-3-3gamma / TMR-pS259-Raf peptide binding. inhibition, % at 40 µM. hit rate 0.19% among 160,000. AID 422; in the data active = inhibition above about 30%;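 note: 0% = protein plus tracer without compound and 100% = blank with tracer alone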
Target sequence (P61981 whole entry, looked up): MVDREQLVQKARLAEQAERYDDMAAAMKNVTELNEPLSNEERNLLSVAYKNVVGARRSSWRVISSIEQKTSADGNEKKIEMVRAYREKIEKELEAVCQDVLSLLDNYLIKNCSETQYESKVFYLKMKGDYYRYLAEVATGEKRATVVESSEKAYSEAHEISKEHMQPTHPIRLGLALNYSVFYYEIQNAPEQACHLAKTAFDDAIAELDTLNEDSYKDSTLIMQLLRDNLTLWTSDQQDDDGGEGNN
The depositor's hits bear a star; & = joins results of further samples. This is a subset, so the mix of outcomes need not match the whole.

Sample of the layout (six entries):
SMILES	14-3-3 PPI
CCCC(=O)Nc1cc(C(=O)NC2CC2)ccc1S(=O)(=O)c1ccc(C)cc1	-3
Cc1ccc(S(=O)(=O)Nc2cc(S(=O)(=O)c3ccc(Cl)cc3)c(O)c3ccccc23)cc1	8
Cc1ccc(N(C(=O)Cn2nnc3ccccc32)C(C(=O)NCc2ccco2)c2cccnc2)cc1 (stereo not drawn)	-13
COCc1cc(=O)[nH]c(/N=C(\N)Nc2cccc(Cl)c2C)n1	4
COc1ccc(OC)c(-n2cnc3cc(C(=O)NC4CCCCCC4)ccc32)c1	-275
CCCC12CN3CC(CCC)(CN(C1)C3c1ccc(Cl)cc1)C2=O (stereo not drawn)	0

The list itself, from the start:
SMILES	14-3-3 PPI
CCCC(=O)Nc1cc(C(=O)NC2CC2)ccc1S(=O)(=O)c1ccc(C)cc1	-3
Cc1ccc(S(=O)(=O)Nc2cc(S(=O)(=O)c3ccc(Cl)cc3)c(O)c3ccccc23)cc1	8
Cc1ccc(N(C(=O)Cn2nnc3ccccc32)C(C(=O)NCc2ccco2)c2cccnc2)cc1 (stereo not drawn)	-13
COCc1cc(=O)[nH]c(/N=C(\N)Nc2cccc(Cl)c2C)n1	4
COc1ccc(OC)c(-n2cnc3cc(C(=O)NC4CCCCCC4)ccc32)c1	-275
CCCC12CN3CC(CCC)(CN(C1)C3c1ccc(Cl)cc1)C2=O (stereo not drawn)	0
Cc1ccc2c(c1)c1c(n2CC(O)Cn2nc(C)c(Br)c2C)C(=O)CCC1 (stereo not drawn)	7
CCOc1ccc(-c2cc(C(=O)NCCCN3CCOCC3)c3ccccc3n2)cc1	-3
COc1ccc(S(=O)(=O)CCC(=O)Nc2cccnc2)cc1	6
COC(=O)Cc1ccc(N(Cc2ccccc2F)S(=O)(=O)c2cc(C)ccc2C)cc1	-2
Cc1ccc(N2C(=O)NC3CC2(C)Oc2ccc(Cl)cc23)cc1Cl (stereo not drawn)	3
Fc1ccc(C2=CC(c3ccccc3Cl)n3ncnc3N2)cc1 (stereo not drawn)	-4
CC(=O)Nc1ccc(S(=O)(=O)Nc2ccc(S(=O)(=O)Nc3nccs3)cc2)cc1	-18
CCn1nnc(NC(=O)c2c(OC)cccc2OC)n1	-4
O=C(Nc1ccc(Cc2ccncc2)cc1)c1ccc(Br)cc1	-2
Clc1ccccc1CNc1ncnc2nc[nH]c12	-4
COc1cccc(NC(=O)N2CCCC2C(=O)NC(C)C)c1 (stereo not drawn)	-7
CCCC1(CCC)NC(=O)N(CC(=O)Nc2cccc(OC)c2)C1=O	-4
CCOC(=O)c1cc(NC(=O)c2c(C)noc2C)cc(C(=O)OCC)c1	5
N#Cc1nc(-c2ccccc2Cl)oc1N1CCCCC1	0

Ordered by the number under 14-3-3 PPI (low to high): 7 from the list above.
SMILES	14-3-3 PPI
COc1ccc(OC)c(-n2cnc3cc(C(=O)NC4CCCCCC4)ccc32)c1	-275
CC(=O)Nc1ccc(S(=O)(=O)Nc2ccc(S(=O)(=O)Nc3nccs3)cc2)cc1	-18
Fc1ccc(C2=CC(c3ccccc3Cl)n3ncnc3N2)cc1 (stereo not drawn)	-4
COC(=O)Cc1ccc(N(Cc2ccccc2F)S(=O)(=O)c2cc(C)ccc2C)cc1	-2
N#Cc1nc(-c2ccccc2Cl)oc1N1CCCCC1	0
Cc1ccc2c(c1)c1c(n2CC(O)Cn2nc(C)c(Br)c2C)C(=O)CCC1 (stereo not drawn)	7
Cc1ccc(S(=O)(=O)Nc2cc(S(=O)(=O)c3ccc(Cl)cc3)c(O)c3ccccc23)cc1	8

(cont.)
SMILES	14-3-3 PPI
CCN1C(=O)CSc2ccc(C(=O)NCCC3=CCCCC3)cc21	1
O=C(NCCc1ccc(Cl)cc1)C1CCCN(S(=O)(=O)N2CCCCCC2)C1 (stereo not drawn)	-8
CCc1c(C)sc(NC(=O)c2cc3nc(-c4cccs4)cc(C(F)(F)F)n3n2)c1C(N)=O	-40
Cc1ccc(C(C(=O)NC2CCCC2)N(Cc2ccc(F)cc2)C(=O)c2csnn2)o1 (stereo not drawn)	4
Cc1cccc(C(=O)Nc2ccc(S(=O)(=O)N3CCCCC3)cc2)c1	-11
COc1ccc(C(=O)Nc2ccc(S(=O)(=O)Nc3cc(OC)nc(OC)n3)cc2)cc1	4
Cc1ccc(S(=O)(=O)Nc2cccc(F)c2)cc1C(=O)O	-2
COC(=O)C1=C(C)N(Cc2ccco2)C(=O)C1	-4
Cc1cc(N2C(=O)CSC2c2ccc(Cl)cc2)ccc1Br (stereo not drawn)	7
CCSC1=C(C#N)C(c2ccc(C)s2)CC(=O)N1 (stereo not drawn)	-5
Clc1cccc(-c2nn3c(-c4ccncc4)nnc3s2)c1	-4
CCSCCOC(=O)C1=C(C)NC2=C(C(=O)CC(c3cccs3)C2)C1c1cccs1 (stereo not drawn)	-12
CCn1c(=S)[nH]c2c(c1=O)C1(CCCC1)Cc1ccccc1-2	-11
Cc1ccc(S(=O)(=O)CC(c2ccccc2)N2CCOCC2)cc1 (stereo not drawn)	-10
CC(Nc1nc(-c2cccs2)cc(C(F)(F)F)n1)c1ccccc1 (stereo not drawn)	-11
N#Cc1c(-c2ccccc2)cc(-c2ccccc2)nc1N	-12
Cc1ccc(CNC(=O)c2ccc3c(c2)ncn3-c2ccc(C)cc2C)cc1	-11
O=C(NCCCc1ccccc1)c1c(O)c2cccc3c2n(c1=O)CC3	-5
CC(C)c1cccc(C(C)C)c1NC(=O)c1cccs1	-2
CCCCc1noc2c1/C(=N\O)CC(c1ccccc1)C2 (stereo not drawn)	-6
COCCCNc1nc(-c2ccccc2F)nc2ccccc12	-5
O=C1CC(c2ccco2)CC2=C1C(c1ccc(Cl)cc1)Nc1ccccc1N2 (stereo not drawn)	-2
O=C(O)C1CCCN1S(=O)(=O)c1cccs1 (stereo not drawn)	-2
Cc1ccc(NC(=O)c2cccc(OCc3c(C)noc3C)c2)c(C)c1	-6
COC(=O)c1ccccc1-n1c(CCC(=O)O)ccc1-c1cccs1	-19
N#Cc1nc(Cc2cccc3ccccc23)oc1NCCCN1CCOCC1	2
COc1ccc(CCNS(=O)(=O)c2ccccc2[N+](=O)[O-])cc1OC	-5
N#Cc1c(NC(=O)CSc2nnnn2C2CCCC2)sc2c1CCCC2	-10
CCOc1ccccc1NC(=O)Cc1c(C(=O)O)[nH]c2ccc(Cl)cc12	-1
O=C(O)C1CC=CCC1C(=O)Nc1ccc(S(=O)(=O)N2CCCc3ccccc32)cc1 (stereo not drawn)	-6
COc1ccc(Nc2cc(C)nc3c(C)ccc([N+](=O)[O-])c23)cc1OC	5
O=C(CC1(O)C(=O)N(Cc2ccccc2)c2ccccc21)c1ccncc1 (stereo not drawn)	-2
COC(=O)c1sc(NC(=O)COc2ccc(Cl)cc2)nc1C	-1
O=C1Nc2ccccc2N2CCCC12 (stereo not drawn)	-151
O=C(CSc1ccc2nnc(-c3ccccc3)n2n1)NCc1ccco1	-4
O=C(Nc1ccccn1)c1cc(-n2cnnc2)ccc1Cl	-4
c1ccc(CC23CC4CC(CC(C4)C2)C3)nc1	16
CCOc1ccc(C2C(N3C(=O)c4ccc([N+](=O)[O-])cc4C3=O)C(=O)N2c2ccc(OCC)cc2)cc1 (stereo not drawn)	2
NC(=O)c1c(NC(=O)c2ccc(Oc3ccccc3)cc2)sc2c1CCCCC2	-8
COc1cc(OC)cc(C(=O)N2CCN(C(=O)c3ccncc3)CC2)c1	-9
CCN(CC)c1ccc(C2C3=C(CCCC3=O)Nc3nc(SCc4ccccc4F)[nH]c(=O)c32)cc1 (stereo not drawn)	-33
O=C(Nc1ccccc1C(=O)Nc1ccc(Cl)cc1)c1cccnc1	-15
CSc1nc(N)nc(SCCS(=O)(=O)c2ccc(Cl)cc2)c1C#N	-1
O=c1[nH]c2c(s1)C(c1ccco1)C1C3CCC(C3)C1S2 (stereo not drawn)	-26&-28
COCCN(C(=O)c1cccc(OC)c1)c1nnc(-c2ccncc2)s1	-5
N#Cc1cn(CC(=O)N2CCCc3ccccc32)c2ccccc12	-2
CCOC(=O)Cc1cc(=O)c2c(=O)n(-c3ccccc3)[nH]c2[nH]1	-3
O=C(NCc1ccccc1Cl)c1ccc(N2CC3CC(C2)c2cccc(=O)n2C3)c(NS(=O)(=O)c2cccc(Cl)c2)c1 (stereo not drawn)	-11
COC(=O)c1c[nH]n2c(=O)c(Cl)c(C)nc12	-2
O=C(c1ccc(Cl)cc1)N1CCCCC(Sc2nnc(-c3ccc4c(c3)OCO4)o2)C1=O (stereo not drawn)	-9
Cc1ccc(S(=O)(=O)CC(=O)Nc2ccc(S(=O)(=O)Nc3nccc(C)n3)cc2)cc1	-2
COc1ccc(OC)c(Nc2cc(C)nc3c(C)cccc23)c1	-1
CCn1cc(SCC(=O)Nc2ccc(C)cc2C)c2ccccc21	-1
N#Cc1ccc(SCc2ccccc2)cc1SCc1ccccc1	-4
O=C(NCc1cccnc1)c1ccc2c(c1)N(Cc1ccccc1Cl)C(=O)c1ccccc1S2	-10
COc1ccc(C(c2nnnn2CC2CCCO2)N2CCN(c3ccc(F)cc3)CC2)cc1 (stereo not drawn)	2
O=C(c1ccc(S(=O)(=O)c2ccc(F)cc2)c([N+](=O)[O-])c1)N1CCN(c2ccccc2)CC1	7
CCn1c(=O)c([N+](=O)[O-])c(O)c2ccccc21	-1
CCC(=O)N1c2ccc(S(=O)(=O)NC3CCCCC3)cc2CC1C (stereo not drawn)	-7
N#Cc1nc(Cc2ccccc2)oc1NCc1cccnc1	-1
Other structures
SMILES	14-3-3 PPI
COc1cc(C(=O)Nc2c3c(nn2-c2ccccc2)CSC3)cc(OC)c1OC	1
O=S(N1CCCCCC1)C12CC3CC(CC(C3)C1)C2 (stereo not drawn)	-3
CS(=O)(=O)c1ccc2nc(NC(=O)Cc3ccc(Br)cc3)sc2c1	-10
CC(=O)N1c2ccc(S(=O)(=O)N3CCN(c4cccc(C)c4)C(C)C3)cc2CC1C (stereo not drawn)	4
CC(=O)N(C1=C(N2CCCC2)C(=O)c2ccccc2C1=O)c1cccc(C(=O)O)c1	-2
Cc1cc(NC(=O)Nc2ccc3c(ccn3C)c2)sn1	-7
O=C(c1ccccc1F)N1CCN(c2ccc([N+](=O)[O-])c(NCc3ccc(Cl)cc3)c2)CC1	-7
O=S1(=O)c2cccc3cccc(c23)N1Cc1cccc(C(F)(F)F)c1	-8
CC(=O)c1ccc(N2CCN(C(=O)CCCn3c(=O)[nH]c4ccccc4c3=O)CC2)cc1	-4
O=C(NCc1ccco1)c1ccc2c(c1)C(=O)c1ccccc1-2	-3
CCOc1ccc2cc(C#N)c(SCC(=O)OC)nc2c1	-1
Cc1ccc(CS(=O)(=O)Cc2ccc(C(=O)NCc3cccs3)o2)cc1	-4
CC1CCN(C(=O)CSc2nnc(-c3ccc(Cl)s3)o2)CC1	0
O=C1c2ccccc2C(O)N1CCN1CCOCC1 (stereo not drawn)	-1
Cc1cc(NC(=O)CSc2nc3ccsc3c(=O)n2-c2ccc(Cl)c(C)c2)no1	3
CC(=O)Cn1nnc([N+](=O)[O-])n1	-5
COC(=O)C1=CN(C2CC2)C=C(C(=O)OC)C1c1cccc(O)c1	-5
OC(COc1cccc(Cl)c1)Cn1c(C(F)(F)F)nc2ccccc21 (stereo not drawn)	-10
Cc1ccc(-n2cc(-c3ccccc3)c3c(NCc4ccc5c(c4)OCO5)ncnc32)cc1Cl	1
O=C(Nc1cc(C(F)(F)F)ccc1N1CCOCC1)c1cccnc1	4
Cc1cccc(C)c1NC(=O)CSCC(=O)O	-3
CCCCOC(=O)C1CCCC(C)N1 (stereo not drawn)	-172
O=c1c2c3nc4ccccc4nc3n(/N=C/c3ccco3)c2ncn1CCC1=CCCCC1	-30
COc1ccc(C2=NOC(C(=O)NCCN3CCOCC3)C2)cc1 (stereo not drawn)	6
COc1cc(C(=O)Nc2c3c(nn2-c2ccccc2)CSC3)c([N+](=O)[O-])cc1OC	-8
Cc1sc2ncn(CC(=O)NC3CCCC(C)C3C)c(=O)c2c1S(=O)(=O)N1CCOCC1 (stereo not drawn)	-5
CCOc1cc(/C=N/n2cnnc2)ccc1OCC(=O)Nc1ccccc1OC	-4
CCN=C(Nc1ccc(OC)cc1)SC1CC(=O)N(c2ccccc2)C1=O (stereo not drawn)	-4
CCc1ccc(NC(=O)CSc2nc3ccccc3c(=O)n2CCN2CCOCC2)cc1	2&1
Cc1cc2ccccc2c(=O)n1CC(=O)N1CCC(Cc2ccccc2)CC1	-1
O=C(NC1CCCCC1)NC1CC2CCC(C1)N2C(=O)NC1CCCCC1 (stereo not drawn)	-11
Cc1cc(C)n2c(Nc3ccc4c(c3)OCCO4)c(-c3ccc(Br)o3)nc2n1	-32
Cc1ccc(NC(=O)N(Cc2cc3cc(C)cc(C)c3[nH]c2=O)CC2COCCO2)cc1 (stereo not drawn)	-8
COc1ccc(CSc2ccc(C(=O)Nc3ccc(C)c(F)c3)cc2[N+](=O)[O-])cc1	-10
Cc1nc(SCCN2C(=O)c3ccccc3C2=O)c2c3c(sc2n1)CCC3	5
O=C(c1cccn2c(=O)c3cc(Cl)ccc3nc12)N1CCN(c2ccc([N+](=O)[O-])cc2)CC1	-2
CCc1ccc(N2C(=O)c3sc4nnc(C)c(=O)n4c3C2=O)cc1	-7
CCn1c(COc2ccccc2C(N)=O)nc2ccccc21	3
COC(=O)c1ccccc1NC(=O)c1cnc(N2CCN(c3ccccc3OC)CC2)c2ccccc12	5
CCOC(=O)C1C(c2ccccc2)NC(=S)NC1(O)C(F)(F)F (stereo not drawn)	6

Source: PubChem BioAssay (Emory University Molecular Libraries Screening Center)
